E-sel inducer: E-selectin induction in HUVECs, primary screen, imaging, HUVEC, immunofluorescence imaging, single point | P16581 | normalized: neutral wells 0, TNF-alpha wells 100 | activation, % at 7.58 µM | 260,000 tested, 0.37% active | AID 686992, 2013;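 active = mean E-selectin-positive cell signal at least 10% of the positive control, reached in at least 60% of replicates, without over 20% cell loss; inconclusive = no rule given, readout overlaps actives, possibly toxicity-flagged; inactive = the rest, including those meeting only one limit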;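 note: in these data hits start at about 27%; measured in HUVEC primary endothelial cells; signal is the percent of cells scored E-selectin positive by PE staining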
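material = human umbilical vein endothelial cells (HUVEC), E-selectin induction | quantity = 3,000 cells/well | medium = EGM-2 growth medium on 0.1% gelatin-coated wells | technique = immunofluorescence imaging | read-out basis = % PE-positive cells | control set = TNF-alpha positive control, DMSO neutral control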
PglD DTNB: C. jejuni PglD acetyltransferase inhibitors, primary screen, biochemical, DTNB colorimetric, single point | UDP-N-acetylbacillosamine N-acetyltransferase PglD (Campylobacter jejuni) | purified PglD enzyme, DTNB colorimetric CoA detection | inhibition, % at 12.5 µM | 360,000 tested, 0.098% active; in the data active = inhibition above about 16%, passing the limit was not always enough; inconclusive = no clear call, values can overlap the other calls; note: strong numbers were not always called active
RAD52 anneal inh: RAD52 DNA annealing inhibitors, primary screen, biochemical, FRET, single point, set 2 | AID 651710, 2012 | 360,000 tested, 0.46% active | inhibition, % at 18.7 µM | DNA repair protein RAD52 homolog (Homo sapiens), P43351 | recombinant RAD52 DNA annealing, FRET fluorescence;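 active = every replicate showing at least 50% inhibition; inconclusive = mean inhibition at least 50% but not in every replicate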
PGC1a acetyl inh: inhibitors of PGC1a acetylation signal, primary screen, cell-based, U2OS, AlphaScreen, inhibitor mode | AlphaScreen anti-acetyl-lysine; with virally co-expressed GCN5 acetyltransferase | inhibition, % at 15.6 µM | 350,000 tested, 0.17% active | AID 651687, 2012;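 active = every replicate shows inhibition of at least 40%; inconclusive = mean inhibition at least 40% but some replicate below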;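 note: 0% = neutral control wells and 100% = positive control wells; some results beyond the cut were filed as inactive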
RAD54 branch: inhibitors of human RAD54 branch migration, primary screen, biochemical, fluorescence, single point; DNA repair and recombination protein RAD54-like (Homo sapiens), Q92698; RAD54 Holliday junction branch migration, FAM/BHQ fluorescence; inhibition, % at 10.4 µM; 360,000 tested, 0.14% active; AID 602329, 2012;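 active = mean normalized replicate activity at least 40 and at least half of replicates scoring 40 or more; inconclusive = only one of the two criteria met; inactive = mean below 40 and under half of replicates reaching 40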;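 note: 0% = median of neutral control wells and 100% = median of positive control wells; inhibitors cause a drop in the FAM fluorescence signal; in these data hits start at about 50%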
miR122 inh: miR-122 Renilla sensor signal increase in Huh7, primary screen, miR-122 inhibitor project, cell-based, single point, plate reader; Huh7 miR-122 Renilla luciferase sensor, 48 h; neutral wells = 0, positive control = 100; activation (reporter increase), % at 12.5 µM; 340,000 tested, 0.3% active;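 active = mean replicate activation score at least 90 and every replicate individually at or above 90; inconclusive = only one of the two criteria met; inactive = neither criterion met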;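 note: higher luciferase means less miR-122 activity so hits act as miR-122 inhibitors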
Cneo AK release: Cryptococcus neoformans cell lysis inducers, primary screen, AK release luminescence, single concentration; 360,000 tested, 0.2% active; AID 651654, 2012; lysis activity, % at 15 µM; C. neoformans lysis, adenylate kinase release luminescence, 4 h; normalised: neutral wells 0, clomiphene wells 100;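 active = mean lysis activity across replicates of at least 80%, whatever share of replicates individually reach that level; inactive = mean lysis activity below 80%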
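read-out = cell lysis signal | test system = log-phase Cryptococcus neoformans yeast cells | input = cells at 5 × 10^6 per mL | medium = fresh YPD growth medium | signal = luminescent adenylate kinase detection reagent | timing = 4 h at 37 °C static, read 1 h later | dosing = single dose | controls = Clomiphene as positive lysis control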
ERAP1 inh: human ERAP1 aminopeptidase inhibitors, primary screen, biochemical, single point, plate reader. Endoplasmic reticulum aminopeptidase 1 (Homo sapiens), Q9NZ08. recombinant ERAP1, Leu-AMC fluorescence, 60 min. inhibition, % at 10.7 µM. 340,000 tested, 0.15% active;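 active = mean replicate inhibition of at least 30%, or all replicates individually reaching that 30% level; inactive = mean below 30% and not every replicate reaching it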;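 note: 0% = neutral control wells and 100% = L-leucinethiol positive control wells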
Target sequence (Q9NZ08 whole entry, looked up): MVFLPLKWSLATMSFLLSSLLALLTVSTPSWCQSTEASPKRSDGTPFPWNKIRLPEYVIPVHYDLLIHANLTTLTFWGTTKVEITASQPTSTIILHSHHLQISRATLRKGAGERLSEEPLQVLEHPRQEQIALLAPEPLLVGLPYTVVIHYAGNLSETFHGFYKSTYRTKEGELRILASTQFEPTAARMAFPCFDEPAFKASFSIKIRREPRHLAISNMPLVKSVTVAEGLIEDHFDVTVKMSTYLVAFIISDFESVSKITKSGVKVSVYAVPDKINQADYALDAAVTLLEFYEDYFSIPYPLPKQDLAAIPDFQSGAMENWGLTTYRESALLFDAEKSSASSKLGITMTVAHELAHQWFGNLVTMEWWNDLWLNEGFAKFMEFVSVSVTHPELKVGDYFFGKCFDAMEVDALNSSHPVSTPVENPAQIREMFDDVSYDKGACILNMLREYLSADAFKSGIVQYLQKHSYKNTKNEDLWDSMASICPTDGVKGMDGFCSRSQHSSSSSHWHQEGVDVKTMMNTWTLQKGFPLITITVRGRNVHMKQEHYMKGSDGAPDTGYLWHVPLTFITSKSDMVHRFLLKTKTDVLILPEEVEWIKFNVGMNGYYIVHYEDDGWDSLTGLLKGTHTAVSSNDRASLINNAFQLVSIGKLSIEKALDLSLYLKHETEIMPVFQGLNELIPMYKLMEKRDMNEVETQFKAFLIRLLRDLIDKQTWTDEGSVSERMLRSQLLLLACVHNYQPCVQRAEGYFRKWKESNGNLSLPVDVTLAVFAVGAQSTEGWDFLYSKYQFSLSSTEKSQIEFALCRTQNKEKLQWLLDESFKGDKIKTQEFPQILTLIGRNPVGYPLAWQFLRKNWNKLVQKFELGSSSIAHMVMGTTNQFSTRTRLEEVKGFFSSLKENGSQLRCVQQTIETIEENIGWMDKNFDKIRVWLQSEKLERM
The depositor's hits bear a star; ? = inconclusive; . = not tested or not shown; [ ] = dose if it differs, or a comment. Random draw from the library; overall some 1.4% were active at least once.

The first 3 entries, ahead of the listing:
1) CC1=CC(C)(C)Nc2ccc(OC(=O)c3ccco3)cc21
2) N#Cc1ccc(N2CCc3ccccc3C2)c([N+](=O)[O-])c1
3) Cc1ccc(CCSCC(=O)O)cn1
assay / compound | 1 | 2 | 3
PGC1a acetyl inh | 9 | . | 5
miR122 inh | -6 | -4 | -11
PglD DTNB | -4 | 9 | -10
E-sel inducer | . | -1.4 | .
ERAP1 inh | . | . | .
RAD54 branch | -3 | -5 | 0
Cneo AK release | 3 | 0 | 2
RAD52 anneal inh | . | . | .

The list itself, from the start:
1) CC1=CC(C)(C)Nc2ccc(OC(=O)c3ccco3)cc21
2) N#Cc1ccc(N2CCc3ccccc3C2)c([N+](=O)[O-])c1
3) Cc1ccc(CCSCC(=O)O)cn1
4) Cc1cccc(NS(=O)(=O)c2ccc(C(=O)NCC(c3ccco3)N(C)C)cc2)c1C (configuration not stated)
5) O=S(=O)(c1ccccc1)N1N=C(c2ccc(O)cc2)CC1c1ccco1 (configuration not stated)
6) CC(NC(=O)c1ccccc1NS(C)(=O)=O)c1ccccc1 (configuration not stated)
assay / compound | 1 | 2 | 3 | 4 | 5 | 6
PGC1a acetyl inh | 9 | . | 5 | -11 | . | -4
miR122 inh | -6 | -4 | -11 | -8 | . | -3
PglD DTNB | -4 | 9 | -10 | 2 | 1 | -1
E-sel inducer | . | -1.4 | . | -0.1 | -0.2 | .
ERAP1 inh | . | . | . | -1 | 1 | .
RAD54 branch | -3 | -5 | 0 | -16 | -14 | -2
Cneo AK release | 3 | 0 | 2 | 0 | 6 | 1
RAD52 anneal inh | . | . | . | -11 | -178 | .

7) CCCN1CCC(N2CCN(c3cccc(C(F)(F)F)c3)CC2)CC1
8) O=C(O)c1ccccc1CC(CCc1ccccc1)C(=O)O (configuration not stated)
9) O=C(N/N=C/c1cccnc1)C(O)(c1ccccc1)c1ccccc1
10) CC(C)C[C@@H](CO)NS(=O)(=O)c1cc(Cl)ccc1F
11) C[C@@H]1CN([C@H](C)CO)C(=O)Cc2cc(NC(=O)Nc3ccc(F)cc3)ccc2O[C@H]1CN(C)Cc1ccc(Cl)c(Cl)c1
12) CCCNC(=O)CN1CCN(S(=O)(=O)c2ccc(Br)s2)CC1
assay / compound | 7 | 8 | 9 | 10 | 11 | 12
PGC1a acetyl inh | -20 | 4 | 0 | . | -2 | 5
miR122 inh | 3 | 0 | 3 | 0 | -2[16.7 µM] | -3
PglD DTNB | -1 | 2 | -3 | -2 | 2 | 1
E-sel inducer | . | 2.0 | . | 0.0 | -0.2 | 0.2
ERAP1 inh | . | -4 | . | 1 | -1 | 5
RAD54 branch | -9 | -10 | 4 | -3 | -17 | 0
Cneo AK release | 5 | -1 | 3 | 0 | -15 | 1
RAD52 anneal inh | . | -5 | . | 16 | 1 | -10

13) CCOCCCNC(=O)Cn1cnc2c(cnn2-c2ccc(F)cc2)c1=O
14) O=C(O)c1ccc(-c2nnn(Cc3cccc(C(F)(F)F)c3)n2)cc1
15) O=S1(=O)CCC(NC2CCCC2)C1 (configuration not stated)
16) N#C[C@@H]1[C@H](c2ccccc2-c2ccccc2F)[C@H](CO)N1C(=O)C1CCC1
17) Cn1nc(C(=O)OCC(=O)Nc2cc(Cl)ccc2C#N)c2ccccc2c1=O
18) COc1cccc(-c2cc(CC3(O)CCN(CCCc4ccccc4)CC3)on2)c1
assay / compound | 13 | 14 | 15 | 16 | 17 | 18
PGC1a acetyl inh | 3 | 6 | 7 | -14 | 7 | 0
miR122 inh | -8 | 3 | 7 | . | 5 | -1
PglD DTNB | 5 | 5 | 1 | . | 2 | 0
E-sel inducer | ? | -0.2 | . | 0.0 | . | .
ERAP1 inh | . | 2 | 6 | -2 | 0 | .
RAD54 branch | -2 | 1 | -3 | . | -3 | 4
Cneo AK release | 2 | -5 | 4 | . | 0 | 7
RAD52 anneal inh | -61 | -13 | -6 | 14 | -18 | .

19) CC(C)CCN1C(=O)CCC1(C)C(=O)NC1CCCCCC1 (configuration not stated)
20) CC(C)NC(=O)Nc1ccc2c(c1)C(=O)N([C@H](C)CO)C[C@H](C)[C@@H](CN(C)Cc1ccncc1)OCCCC[C@H](C)O2
21) CCC(=O)OCC(=O)C1(OC(=O)CC)[C@H](C)C[C@H]2[C@H]3[C@H]([C@@H](O)C[C@@]21C)[C@@]1(C)C=CC(=O)C=C1C[C@H]3Cl (some centres not stated)
22) Cc1cc(C(=O)Nc2cccc3c2O[C@@H](CN(C)S(=O)(=O)c2ccc(Cl)cc2)[C@@H](C)CN([C@@H](C)CO)C3=O)n(C)n1
23) OC(CSc1ccccc1)CN1CCN(c2ccccc2)CC1 (configuration not stated)
24) COc1ccc(S(=O)(=O)N(Cc2cccs2)C2CCCC2)cc1
assay / compound | 19 | 20 | 21 | 22 | 23 | 24
PGC1a acetyl inh | 3 | -3 | -1 | 13 | -1 | -41
miR122 inh | 6 | 2[16.7 µM] | -3 | 1[16.7 µM] | -1 | 7
PglD DTNB | -2 | 3 | 1 | 1 | 9 | 2
E-sel inducer | . | -0.1 | 1.2 | -0.3 | 0.4 | .
ERAP1 inh | -1 | 1 | -4 | -1 | 0 | .
RAD54 branch | 11 | 4 | -16 | -18 | -16 | -4
Cneo AK release | 1 | 1 | -1 | 1 | -6 | -5
RAD52 anneal inh | 3 | -5 | -13 | 4 | 11 | .

25) CCOC(=O)C1CCN(C(=O)c2cccc(C(=O)N3CCC(C(=O)OCC)CC3)c2)CC1
26) COc1ccccc1C(=O)N/C(=C\c1cn(S(=O)(=O)N(C)C)c2ccccc12)C(=O)NCCCN1CCOCC1
27) CCC(=O)NC(c1cccs1)c1ccc2cccnc2c1O (configuration not stated)
28) O=C(CCN1C(=O)/C(=C/c2ccc(Cl)cc2)SC1=S)NCCCn1ccnc1
29) Cc1cc(C)cc(N(CC(=O)N2CCCCCC2)S(C)(=O)=O)c1
30) Cc1cccc2c(=O)c(Br)c(C)n(Cc3ccccc3)c12
assay / compound | 25 | 26 | 27 | 28 | 29 | 30
PGC1a acetyl inh | -7 | -8 | 47* | -1 | -8 | 6
miR122 inh | 8 | -4 | -10 | 1 | 0 | 10
PglD DTNB | 1 | -5 | . | -1 | -3 | .
E-sel inducer | . | . | 6.9 | . | . | .
ERAP1 inh | -1 | -3 | 4 | 6 | -2 | -2
RAD54 branch | -7 | -4 | . | 7 | -1 | .
Cneo AK release | 0 | 2 | . | 0 | 2 | .
RAD52 anneal inh | -3 | -5 | -24 | -16 | -14 | -15

31) CCC1=NN(C(=O)Cc2ccc([N+](=O)[O-])cc2)C(O)(c2ccncc2)C1 (configuration not stated)
32) Cc1cc(NC(=O)CCC(=O)N(c2ccccc2)C(C(=O)NC2CCCC2)c2cccs2)no1 (configuration not stated)
33) COC(=O)c1cccc(CN2C(=O)C(C)Sc3ccc(C#N)cc32)c1 (configuration not stated)
34) CC(=O)Oc1ccc(-c2nc3cc(Cl)ccc3c(=O)o2)cc1
35) Cc1ccc(-c2c(C(=O)NC(C)C)oc(=O)c3ccccc23)cc1
36) CC1CCN(S(=O)(=O)c2cccc(C(=O)NC3CCCC3)c2)CC1
assay / compound | 31 | 32 | 33 | 34 | 35 | 36
PGC1a acetyl inh | -6 | -4 | -2 | 5 | -19 | -24
miR122 inh | 2 | -3 | 1 | 2 | 2 | 34
PglD DTNB | . | -10 | -3 | -1 | 5 | 2
E-sel inducer | . | . | -0.1 | . | . | 0.0
ERAP1 inh | -6 | . | 0 | -2 | 2 | -1
RAD54 branch | . | 0 | 0 | 3 | -2 | 2
Cneo AK release | . | 0 | 3 | -1 | 5 | -1
RAD52 anneal inh | 1 | . | -12 | -13 | -8 | -13

37) COCC(=O)Nc1ccc2c(c1)C(=O)N(C)C[C@@H](OC)[C@@H](C)CN(C(=O)c1ccncc1)[C@@H](C)CO2
38) OC[C@H]1O[C@@H](c2nc(-c3ccccc3Br)no2)[C@H](O)[C@@H](O)[C@H]1O
39) C[C@@H]1CN([C@H](C)CO)C(=O)c2cc(C#CCN(C)C)cnc2O[C@H]1CN(C)C(=O)CCN1CCCCC1
40) CC(C)NC(=O)N(C)C[C@@H]1Oc2ccc(NC(=O)Nc3cccc4ccccc34)cc2C(=O)N([C@H](C)CO)C[C@H]1C
41) COc1cccc(N2CC(C(=O)Nc3c(C(N)=O)oc4ccccc34)CC2=O)c1 (configuration not stated)
42) CCNC(=O)C[C@H]1CC[C@H]2[C@H](COc3ccc(NC(=O)NC(C)C)cc3C(=O)N2C)O1
assay / compound | 37 | 38 | 39 | 40 | 41 | 42
PGC1a acetyl inh | 7 | 4 | 4 | 8 | -15 | 2
miR122 inh | 4[16.7 µM] | -2 | 2[16.7 µM] | 1[16.7 µM] | 7 | 1[16.7 µM]
PglD DTNB | 3 | -2 | 0 | 4 | 1 | 1
E-sel inducer | 0.1 | -3.7 | 0.1 | -0.1 | 0.5 | 0.0
ERAP1 inh | -1 | 0 | 2 | -2 | -1 | 0
RAD54 branch | 5 | 4 | -10 | 8 | -5 | 1
Cneo AK release | 4 | 0 | -8 | 2 | 2 | -3
RAD52 anneal inh | -7 | -1 | -2 | -5 | 5 | -7

43) COc1ccc(CNC(=O)c2nnn(CC(=O)Nc3cc(C)cc(C)c3)c2N)cc1
44) CCC(C)Oc1ccc(C(=O)Nc2ccc(CN3CCOCC3)cc2)cc1 (configuration not stated)
45) Cc1c(NS(=O)(=O)c2cccc(C(=O)Nc3cccc(F)c3)c2)c(=O)n(-c2ccccc2)n1C
46) Cc1cccc(NC(=O)CCn2nc(C)cc2C)c1
47) O=[N+]([O-])c1ccc(Sc2ccncn2)c([N+](=O)[O-])c1
48) O=C(COc1ccc(Cl)cc1)OCC(=O)N1CCCCCC1
49) O=[N+]([O-])c1ccc(N/N=C/c2ccccc2)c(F)c1
50) C[C@@H]1CCCCO[C@@H](CN(C)S(=O)(=O)c2ccccc2)[C@@H](C)CN([C@H](C)CO)C(=O)c2cc(NS(=O)(=O)c3ccc(Cl)cc3)ccc2O1
51) O=C1N[C@@H](Cc2c[nH]c3ccccc23)C(=O)N[C@H]1Cc1ccccc1
assay / compound | 43 | 44 | 45 | 46 | 47 | 48 | 49 | 50 | 51
PGC1a acetyl inh | 7 | . | 3 | -1 | . | 3 | 0 | 3 | -1
miR122 inh | 4 | . | 6 | -1 | . | 0 | -2 | 4[16.7 µM] | 1
PglD DTNB | -4 | -3 | -1 | 3 | 3 | 2 | 6 | 0 | 13
E-sel inducer | . | . | . | . | -0.5 | . | . | -0.2 | 0.0
ERAP1 inh | 0 | -1 | -1 | . | 3 | . | 1 | -1 | 5
RAD54 branch | 6 | -2 | 0 | 7 | -4 | -4 | -1 | -8 | -6
Cneo AK release | 0 | -2 | 6 | 2 | -4 | 6 | -6 | -1 | 0
RAD52 anneal inh | -22 | 2 | 2 | . | -8 | . | 5 | 5 | -9

Bioassay records from PubChem.
